Screening data as filed in PubChem.
INS-1E GSIS act – GLuc luminescence reporter in INS-1E cells, primary screen for activators of glucose-dependent secretion of insulin; INS-1E GLuc reporter insulin secretion, 2-3 h; activation, % at 16.6 µM; 370,000 compounds, 0.61% hits; AID 743287, 2014;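 active = lowest replicate activation of at least 40%, so every replicate reaches that level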;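 also: 0% = median of neutral control wells and 100% = median of IBMX positive control wells; some compounds called inactive have numbers as strong as hits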
FN deposition inh – inhibitors of fibronectin matrix deposition, primary screen, AH1F cells, Alexa488-fibronectin fluorescence, plate reader | AH1F fibroblasts, overnight | 350,000 compounds, 0.086% hits | AID 743247, 2014 | inhibition, % at 12.6 µM;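 active = mean inhibition across replicates of 30% or more, regardless of how many single replicates reach that level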;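 also: positive control wells lacked labelled fibronectin entirely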
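Material – AH1F fibroblast monolayer, labelled fibronectin deposition · Reagent – labelled fibronectin 24 nM · Timing – 1 h adhesion, overnight exposure · Measured by – fluorescence at 485 nm excitation, 525 nm emission · Read-out – inhibition of fibronectin deposition signal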
Statin myotox sup – suppressors of statin myotoxicity in C2C12 myotubes, primary screen, cell-based, single point, plate reader; 330,000 compounds, 0.78% hits; C2C12 myotubes + simvastatin, ATP luminescence, 48 h; scaled: DMSO 0, geranylgeraniol control 100; rescue of ATP level, % at 7.49 µM;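 active = mean ATP rescue above about 67%, or every replicate alone reaching that limit, limit read from the data, passing the limit was not always enough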;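 also: myotubes were challenged with 10 µM simvastatin during compound exposure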
Cneo AK release – Cryptococcus neoformans cell lysis inducers, primary screen, AK release luminescence, single concentration | C. neoformans lysis, adenylate kinase release luminescence, 4 h; normalised: neutral wells 0, clomiphene wells 100 | lysis activity, % at 15 µM | 360,000 compounds, 0.2% hits | AID 651654, 2012;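 active = mean lysis activity across replicates of at least 80%, whatever share of replicates individually reach that level; inactive = mean lysis activity below 80%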
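read-out = cell lysis signal | test system = log-phase Cryptococcus neoformans yeast cells | input = cells at 5 × 10^6 per mL | medium = fresh YPD growth medium | signal = luminescent adenylate kinase detection reagent | timing = 4 h at 37 °C static, read 1 h later | dosing = single dose | controls = Clomiphene as positive lysis control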
CFTR F508del cor – F508del CFTR correction, initial screen, CFBE line, single point | CFBE cells, YFP halide quenching; stimulated with forskolin plus potentiator P3; % fluorescence drop versus neutral controls | activity (quench increase), % at 7.58 µM | 350,000 compounds, 0.36% hits;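 active = mean added fluorescence quench of at least 8% versus neutral control, with both replicates also reaching 8%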;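 also: cells transiently co-express mutant CFTR-F508del with the halide-sensitive YFP; corrector assay measuring rescue of mutant channel to the surface after 24 h compound exposure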
PGC1a acetyl inh – inhibitors of PGC1a acetylation signal, primary screen, cell-based, U2OS, AlphaScreen, inhibitor mode | AlphaScreen anti-acetyl-lysine; with virally co-expressed GCN5 acetyltransferase | inhibition, % at 15.6 µM | 350,000 compounds, 0.17% hits | AID 651687, 2012;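 active = every replicate shows inhibition of at least 40%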;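 also: 0% = neutral control wells and 100% = positive control wells; some results beyond the cut were filed as inactive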
miR-122 sensor – miR-122 Renilla sensor signal increase in Huh7, primary screen, miR-122 inhibitor project, cell-based, single point, plate reader | Huh7 miR-122 Renilla luciferase sensor, 48 h; neutral wells = 0, positive control = 100 | activation (reporter increase), % at 12.5 µM | 340,000 compounds, 0.3% hits;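 active = mean replicate activation score at least 90 and every replicate individually at or above 90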;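 also: higher luciferase means less miR-122 activity so hits act as miR-122 inhibitors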
PglD DTNB – C. jejuni PglD acetyltransferase inhibitors, primary screen, biochemical, DTNB colorimetric, single point | UDP-N-acetylbacillosamine N-acetyltransferase PglD (Campylobacter jejuni) | purified PglD enzyme, DTNB colorimetric CoA detection | inhibition, % at 12.5 µM | 360,000 compounds, 0.098% hits | AID 602405, 2012; in the data active = inhibition above about 16%, passing the limit was not always enough; also: strong numbers were not always called active
* hit, by the source's call; · = not tested or not shown; [ ] = dose if it differs, or a comment.

Start of the listing, in advance:
SMILES	INS-1E GSIS act	FN deposition inh	Statin myotox sup	Cneo AK release	CFTR F508del cor	PGC1a acetyl inh	miR-122 sensor	PglD DTNB
COCCN(CCNC(=O)c1ccc(NC2=NC3CS(=O)(=O)CC3S2)cc1)Cc1ccco1 (stereo unspecified)	7	12	-4	-1	-3.0	1	0	0
COc1ccc(S(=O)(=O)N2CCOCC2)cc1NC(=O)CC(C)c1ccccc1 (stereo unspecified)	1	-7	-6	-1	-0.3	-8	-2	-2
O=C(Cc1cccs1)NC(Cc1c[nH]c2ccccc12)C(=O)O (stereo unspecified)	15	0	-7	·	2.7	·	10	·
Cc1cc(C(=O)Nc2cccc3c2O[C@@H](CN(C)Cc2ccc(Cl)c(Cl)c2)[C@@H](C)CN([C@H](C)CO)C3=O)n(C)n1	-17	2	6	-7	-5.4	6	86[16.7 µM]	-1
Cc1ccc(CN2CCC(CNC(=O)c3ccc(NC(=O)C4=CSCCO4)cc3)CC2)cc1	-9	3	43	5	1.4	·	·	-2
CC(OC(=O)c1cc2ccccc2o1)C(=O)Nc1ccc(N2CCOCC2)cc1 (stereo unspecified)	10	0	-3	-2	-3.0	2	-3	6
Cn1c(CC(=O)NNC(=O)c2ccccc2[N+](=O)[O-])nc2ccccc21	-6	4	-5	0	0.1	0	2	0
O=C(COC(=O)c1cccnc1Cl)Nc1cc(S(=O)(=O)N2CCOCC2)ccc1Cl	-1	-8	5	0	0.4	-9	·	2
COc1ccccc1C(=O)NC(CCSC)C(=O)NCCCn1nc(C)cc1C (stereo unspecified)	-2	-3	10	·	-3.1	17	-14	·
COc1ccc2nc(NC(=O)Nc3cccc4ccccc34)sc2c1	-13	9	·	·	3.1	-18	-1	·
COCCSc1nc2c(c(=O)[nH]c(=O)n2C)n1Cc1cccc(C)c1	14	20	·	-1	1.7	8	-9	2
COCCCNC(=O)/C(C#N)=C/c1c(N2CCN(c3ccccc3)CC2)nc2ccccn2c1=O	-8	-1	-8	-4	-2.3	-1	1	-10
CCOC(=O)C1CCCN(C(=O)CNC(=O)c2nn(-c3ccc(OC)c(Cl)c3)c(=O)c3ccccc23)C1 (stereo unspecified)	-18	-5	21	-1	-0.9	-11	0	5
CCOC(=O)c1c(C)n(-c2ccc(OC)cc2)c2ccc(O)c(CN(C)C)c12	-15	4	·	2	-1.3	-13	·	-2
Cc1ccc(OCC(=O)Nc2ccc3c(c2)C(=O)N(CCC(=O)O)C3=O)cc1	0	-2	·	-10	-2.8	9	·	-9

Results, repeating the preview:
SMILES	INS-1E GSIS act	FN deposition inh	Statin myotox sup	Cneo AK release	CFTR F508del cor	PGC1a acetyl inh	miR-122 sensor	PglD DTNB
COCCN(CCNC(=O)c1ccc(NC2=NC3CS(=O)(=O)CC3S2)cc1)Cc1ccco1 (stereo unspecified)	7	12	-4	-1	-3.0	1	0	0
COc1ccc(S(=O)(=O)N2CCOCC2)cc1NC(=O)CC(C)c1ccccc1 (stereo unspecified)	1	-7	-6	-1	-0.3	-8	-2	-2
O=C(Cc1cccs1)NC(Cc1c[nH]c2ccccc12)C(=O)O (stereo unspecified)	15	0	-7	·	2.7	·	10	·
Cc1cc(C(=O)Nc2cccc3c2O[C@@H](CN(C)Cc2ccc(Cl)c(Cl)c2)[C@@H](C)CN([C@H](C)CO)C3=O)n(C)n1	-17	2	6	-7	-5.4	6	86[16.7 µM]	-1
Cc1ccc(CN2CCC(CNC(=O)c3ccc(NC(=O)C4=CSCCO4)cc3)CC2)cc1	-9	3	43	5	1.4	·	·	-2
CC(OC(=O)c1cc2ccccc2o1)C(=O)Nc1ccc(N2CCOCC2)cc1 (stereo unspecified)	10	0	-3	-2	-3.0	2	-3	6
Cn1c(CC(=O)NNC(=O)c2ccccc2[N+](=O)[O-])nc2ccccc21	-6	4	-5	0	0.1	0	2	0
O=C(COC(=O)c1cccnc1Cl)Nc1cc(S(=O)(=O)N2CCOCC2)ccc1Cl	-1	-8	5	0	0.4	-9	·	2
COc1ccccc1C(=O)NC(CCSC)C(=O)NCCCn1nc(C)cc1C (stereo unspecified)	-2	-3	10	·	-3.1	17	-14	·
COc1ccc2nc(NC(=O)Nc3cccc4ccccc34)sc2c1	-13	9	·	·	3.1	-18	-1	·
COCCSc1nc2c(c(=O)[nH]c(=O)n2C)n1Cc1cccc(C)c1	14	20	·	-1	1.7	8	-9	2
COCCCNC(=O)/C(C#N)=C/c1c(N2CCN(c3ccccc3)CC2)nc2ccccn2c1=O	-8	-1	-8	-4	-2.3	-1	1	-10
CCOC(=O)C1CCCN(C(=O)CNC(=O)c2nn(-c3ccc(OC)c(Cl)c3)c(=O)c3ccccc23)C1 (stereo unspecified)	-18	-5	21	-1	-0.9	-11	0	5
CCOC(=O)c1c(C)n(-c2ccc(OC)cc2)c2ccc(O)c(CN(C)C)c12	-15	4	·	2	-1.3	-13	·	-2
Cc1ccc(OCC(=O)Nc2ccc3c(c2)C(=O)N(CCC(=O)O)C3=O)cc1	0	-2	·	-10	-2.8	9	·	-9
CO[C@@H]1CN(C)C(=O)c2cc(NC(C)=O)ccc2OC[C@@H](C)N(Cc2cc(F)ccc2F)C[C@H]1C	4	-4	5	5	2.8	4	4[16.7 µM]	-1
Cc1c(S(=O)(=O)Nc2ccc3c(c2)OCCO3)cnn1C	0	21	·	·	0.6	-19	4	·
CCCN1C(=O)/C(=C/c2ccc(C)s2)NC1=S	·	·	·	1	·	3	-4	2
Cc1cccc(-n2nnnc2SCn2nnc3ccccc3c2=O)c1	·	2	1	-1	·	-6	-4	8
Cc1cc(-n2c(C)cc(C(=O)CN3C(=O)NC4(CCCCC4C)C3=O)c2C)no1 (stereo unspecified)	·	·	-2	-1	·	11	-5	-1
Cc1ccc(COc2ccc(Br)cc2/C=N/O)cc1	·	·	·	1	·	3	1	3
CCN(CC)CCNC(=O)c1cn(CC)c2ccc(S(=O)(=O)N(C)C3CCCCC3)cc2c1=O	-17	0	0	0	0.3	0	0	-1
CC(C)(C)c1ccc(S(=O)(=O)N2CCN(CCC#N)CC2)cc1	18	8	1	0	2.2	1	-2	7
CCC1([N+](=O)[O-])COC(c2ccc(C)cc2)OC1 (stereo unspecified)	·	-2	10	-1	-0.5	-25	-1	0
CCOc1ccc(Cl)cc1/C=C1/C(=O)ON=C1C	-8	-4	-1	0	-2.7	3	·	-3
SMILES	INS-1E GSIS act	FN deposition inh	Statin myotox sup	Cneo AK release	CFTR F508del cor	PGC1a acetyl inh	miR-122 sensor	PglD DTNB
C=CCN1C(=O)CSc2ccc(C(=O)NC3CCCCC3)cc21	-5	3	6	1	-0.5	13	-3	2
COc1ccccc1/C=N/NS(=O)(=O)c1ccccc1	-3	9	-3	6	-1.1	2	-11	-5
CCOC(=O)C(=O)C1=CN(Cc2ccccc2)C=C(C#N)C1	3	1	-9	-2	1.1	·	·	0
COc1cc2c(c(OC)c1)C(c1cccc(OC)c1OC)CC(=O)N2 (stereo unspecified)	6	1	28	3	0.7	-13	5	·
O=C(Nc1cc(F)ccc1F)N[C@@H]1CC[C@H](CCNC(=O)c2cnccn2)O[C@@H]1CO	-4	-1	-10	12	0.7	-9	4[16.7 µM]	5
N#Cc1ccccc1OCC(=O)N1CC(=O)Nc2ccccc21	1	-9	-30	1	1.8	3	0	3
Clc1ccc(CSc2nc3ccncc3[nH]2)cc1	8	2	-17	-24	6.7	·	·	2
CCCCn1c(N)c(N(CCOC)C(=O)CCS(=O)(=O)c2ccc(Cl)cc2)c(=O)[nH]c1=O	11	8	3	-4	-3.1	13	1	2
COc1ccc(NC(=O)N(C)C[C@@H]2OCc3ccccc3-c3c(n(C)c4ccccc34)C(=O)N([C@@H](C)CO)C[C@@H]2C)c(OC)c1	7	5	33	-4	1.9	-3	·	-2
COc1ccc(OC2CCN(S(=O)(=O)c3ccc(OC)cc3)CC2)cc1	-13	4	7	3	0.6	·	-3	-3
CN(C)Cc1c(C(=O)N/N=C/c2ccco2)nnn1-c1nonc1N	12	10	18	0	0.7	·	-2	-1
O=C(CNC(=O)c1nc[nH]c1C(=O)N1CCc2ccccc2C1)OCc1ccccc1	-21	-4	12	-1	-1.3	18	1	4
C=CCc1c(O)c(CC)cc2c(C)cc(=O)oc12	18	7	·	·	-1.1	-1	·	·
COc1ccc(C(O)c2nc(-c3ccc(F)cc3OC)cs2)cc1 (stereo unspecified)	-14	3	1	3	1.6	·	-7	6
CCCCn1c(N)c(N(CCOC)C(=O)c2ccc3c(c2)C(=O)N(c2ccccc2C)C3=O)c(=O)[nH]c1=O	34	0	11	2	-2.5	·	3	-1
Cc1nn(C)cc1NC(=O)C[C@H]1CC[C@@H]2[C@H](COc3ccc(NC(=O)Nc4cccc(Cl)c4)cc3C(=O)N2C)O1	-2	-3	-5	-1	1.6	-4	-69[16.7 µM]	-1
CN(C)CC(=O)Nc1ccc2c(c1)[C@H]1C[C@@H](CC(=O)NC3CCCCC3)O[C@H](CO)[C@H]1O2	9	·	-2	3	-1.3	5	5[16.7 µM]	1
COc1ccc(CC(=O)Oc2ccc(C)cc2Br)cc1S(=O)(=O)N1CCOCC1	-14	-2	9	-3	1.2	-16	-1	5
CCNC(=O)C[C@@H]1CC[C@@H]2[C@H](COC[C@@H](O)CN2C(=O)C2CCOCC2)O1	5	-14	22	0	0.3	9	-6[16.7 µM]	-1
C=CCOC(=O)c1ccccc1C(=O)OCC1CO1 (stereo unspecified)	7	0	2	1	-2.0	7	·	-2
CO[C@@H]1CN(C)C(=O)c2ccc(NC(C)=O)cc2OC[C@@H](C)N(C(=O)c2ccccc2F)C[C@@H]1C	-2	1	-4	-11	-1.8	2	12[16.7 µM]	0
Cc1nnc(NC2=NCCC2)s1	·	·	8	1	·	6	-6	2
O=C(CN1C(=O)S/C(=C\c2cccs2)C1=O)Nc1ccc(C(=O)O)c(O)c1	3	-10	16	15	-0.4	13	·	-4
COc1ccccc1N1CCN(C(=O)c2cccc(S(=O)(=O)N3CCCCCC3)c2)CC1	·	-3	1	1	0.1	4	1	0
COc1ccccc1-c1csc(C(O)c2cccc(Cl)c2)n1 (stereo unspecified)	-16	7	4	0	2.5	·	3	10
O=[N+]([O-])c1ccc(Nc2c3ccccc3nc3ccccc23)cc1	-3	10	·	·	1.4	-2	·	·
CCNC(=O)C[C@H]1CC[C@@H]2[C@H](COc3ccc(NC(=O)c4cccc(C(F)(F)F)c4)cc3C(=O)N2C)O1	4	5	6	2	1.6	-3	0[16.7 µM]	5

In the list so far, two have bromine.
SMILES	INS-1E GSIS act	FN deposition inh	Statin myotox sup	Cneo AK release	CFTR F508del cor	PGC1a acetyl inh	miR-122 sensor	PglD DTNB
Cc1ccc(COc2ccc(Br)cc2/C=N/O)cc1	·	·	·	1	·	3	1	3
COc1ccc(CC(=O)Oc2ccc(C)cc2Br)cc1S(=O)(=O)N1CCOCC1	-14	-2	9	-3	1.2	-16	-1	5
